From PubChem
ATXN2 expr inh – Primary qHTS for Inhibitors of ATXN expression; HEK-293 ATXN2-luciferase reporter, luminescence, 24 h; Potency, µM (titrated, usually from 57 µM), for inactives: at the highest dose activity change, negative = inhibition, hits mostly inhibitors; 0.72% of 360,000 active; also: potency is read from the fitted curve at half-maximal effect; % is scaled to controls: 0 for no effect and ±100 for the full control effect; nearly all actives have a fitted effect of over 55% in size
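ATXN2-luciferase reporter cells (luciferase flanked by upstream and downstream ATXN2 gene portions) were treated 24 h at 37 °C with compounds at up to 57 uM. SteadyGlo luminescence gave expression; GF-AFC fluorescence gave viability.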
A549 tox – Nrf2 qHTS screen for inhibitors: counterscreen for cytotoxicity. A549 ARE-Fluc cells, CellTiter-Fluor viability, 18-24 h. Potency, µM (titrated, usually from 46 µM), without a hit: at the highest dose activity change, negative = cytotoxicity, actives largely listed as inhibitors. 0.16% of 390,000 active; also: potency is read from the fitted curve at half-maximal effect; % is scaled to controls: 0 for no effect and ±100 for the full control effect
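Cytotoxicity counterscreen: CellTiter-Fluor fluorescence was measured in A549 ARE_Fluc cells after 18-24 h of compound exposure in a concentration series. The subsequent BugLite luminescent read reports ARE-luciferase activity.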
TGFb inhibitor – qHTS for Inhibitors of TGF-b. HepG2 CAGA-GFP TGF-b/SMAD3 reporter, GFP fluorescence, 18 h; TGF-beta stimulated, 500 pg/mL final. Potency, µM (doses to about 46.1 µM), without a hit: at the top dose activity, negative = inhibition, usual class: inhibitors. 1.2% of 410,000 active; also: potency is read from the fitted curve at half-maximal effect; % is scaled to controls: 0 for no effect and ±100 for the full control effect; nearly all actives have a fitted effect of over 65% in size
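GFP signal (ex488/em500-530) from TGF-beta-stimulated HEPG2 CAGA-GFP cells, 500 pg/mL final, 18 h at 37 degrees C in DMEM plus 1% FBS, normalized to unstimulated and DMSO-stimulated controls.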
IL-2 act – qHTS of IL-2 Activators; IL-2 activation reporter assay, cell-based qHTS; stimulated with anti-CD3/CD4/CD28 beads; in transgenic mouse T cells; activation, % (series mostly up to about 46 µM); 0.065% of 360,000 active; AID 652025, 2013; in the data active = activation above about 50%; inconclusive = mostly about 30% to 49%; also: 0% is about no effect
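Readout is EGFP and DsRed signal by fluorescent plate cytometry after 18 h at 37 degrees C. Transgenic mouse T cells (750/well) received compound for 60 min before bead stimulation (anti-CD3, anti-CD4, anti-CD28); memory T cells served as non-tolerant control.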
Nrf2 inh – Nrf2 qHTS screen for inhibitors; Potency, µM (highest dose often 46 µM), for inactives: top-dose activity change, negative = inhibition, hits mostly inhibitors; AID 504444, 2011; 2.1% of 360,000 active; A549 ARE-Fluc reporter, luciferase luminescence, 18-24 h; also: potency is read from the fitted curve at half-maximal effect; % is scaled to controls: 0 for no effect and ±100 for the full control effect; nearly all actives have a fitted effect of over 60% in size
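In this cell-based qHTS, ARE-driven firefly luciferase in A549 cells reports Nrf2 activity; the luminescent signal after BugLite lysis is the measured value, with a prior CellTiter-Fluor read for cell health.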
Nrf2 activator – qHTS of Nrf2 Activators. AREc32 ARE-luciferase reporter (MCF7-derived line), luminescence, 24 h. Potency, µM (top dose mostly 46.1 µM), inactives show top-dose activation, usual class: activators. 0.31% of 410,000 active. AID 624171, 2012; also: potency is read from the fitted curve at half-maximal effect; % of control where 0% means no effect; nearly all actives have a fitted effect of over 65% in size
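ARE-driven firefly luciferase activity in AREc32 cells measured after a 24 hr compound exposure at 37 deg C, using Steady-Glo reagent and a 30 min room-temperature hold.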
EPAC2 agonist – qHTS for Agonist of cAMP-regulated guanine nucleotide exchange factor 4 (EPAC2): primary screen; Rap guanine nucleotide exchange factor 4 (Homo sapiens), Q8WZA2; Potency, µM (doses to about 154 µM), without a hit: at the highest dose activation, usual class: activators; 0.079% of 360,000 active; EPAC2 activation, biochemical qHTS; response scale: 100% = 6.5 mM cAMP response; also: potency is read from the fitted curve at half-maximal effect; nearly all actives have a fitted effect of over 50% in size
Target sequence (Q8WZA2 whole entry, looked up): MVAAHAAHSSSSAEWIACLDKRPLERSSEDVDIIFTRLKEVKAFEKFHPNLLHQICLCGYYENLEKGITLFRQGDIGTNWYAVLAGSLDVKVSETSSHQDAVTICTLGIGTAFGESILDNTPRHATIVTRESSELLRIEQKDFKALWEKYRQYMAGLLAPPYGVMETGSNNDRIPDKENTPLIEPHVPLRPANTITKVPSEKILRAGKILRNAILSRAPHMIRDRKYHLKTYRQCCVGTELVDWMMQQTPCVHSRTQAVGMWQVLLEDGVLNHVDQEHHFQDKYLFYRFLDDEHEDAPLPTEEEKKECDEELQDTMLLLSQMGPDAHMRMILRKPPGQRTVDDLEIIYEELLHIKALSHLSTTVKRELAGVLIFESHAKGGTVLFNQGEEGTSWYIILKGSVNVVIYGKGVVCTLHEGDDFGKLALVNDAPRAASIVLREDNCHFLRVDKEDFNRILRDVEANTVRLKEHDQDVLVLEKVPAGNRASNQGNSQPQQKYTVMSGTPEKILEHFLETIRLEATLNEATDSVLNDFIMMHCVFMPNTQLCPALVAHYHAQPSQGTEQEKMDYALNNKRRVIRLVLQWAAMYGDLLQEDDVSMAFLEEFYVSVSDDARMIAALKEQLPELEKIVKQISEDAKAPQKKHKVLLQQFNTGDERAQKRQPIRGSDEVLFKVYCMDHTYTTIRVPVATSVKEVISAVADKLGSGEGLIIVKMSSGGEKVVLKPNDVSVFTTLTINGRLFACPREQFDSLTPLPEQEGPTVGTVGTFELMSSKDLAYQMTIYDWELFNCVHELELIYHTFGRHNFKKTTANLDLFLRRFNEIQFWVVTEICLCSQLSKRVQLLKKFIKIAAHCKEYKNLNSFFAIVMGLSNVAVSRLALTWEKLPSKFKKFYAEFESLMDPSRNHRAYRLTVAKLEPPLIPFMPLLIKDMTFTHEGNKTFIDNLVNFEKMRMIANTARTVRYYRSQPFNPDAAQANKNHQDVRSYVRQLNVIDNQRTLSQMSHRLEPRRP
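Fluorescence exchange assay: 100 nM EPAC2 with 250 nM RAP1B-BODIPY-GDP and 50 uM GDP; compounds tested as a concentration-titration series (qHTS). Loss of Rap1-bound BODIPY-GDP fluorescence read at 480/540 nm; data normalized to 6.5 mM cAMP.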
ATXN viability – Viability Counterscreen for Primary qHTS for Inhibitors of ATXN expression; S2 cells (HEK-293 line with an ATXN2-luciferase reporter) viability, CellTiter-Fluor protease fluorescence, 24 h; Potency, µM (titrated, usually from 56.7 µM), most hits filed as cytotoxic; 0.49% of 400,000 active; also: potency is read from the fitted curve at half-maximal effect; nearly all actives have a fitted effect of over 40% in size
HepG2 tox – qHTS for Inhibitors of TGF-b: Cytotox Counterscreen; Potency, µM (top dose mostly 46.1 µM), inactives show at the top dose activity change, negative = cytotoxicity, most hits filed as cytotoxic; HepG2 CAGA-GFP viability, ATP luminescence, 18 h; AID 588856, 2011; 0.76% of 410,000 active; also: potency is read from the fitted curve at half-maximal effect; some results filed as inactive show a strong effect at the top dose
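HepG2 CAGA-GFP cells (1000/well, DMEM with 1% FBS) received compound, then TGF-beta at 500 pg/mL final, and were incubated 18 hours at 37 degrees C. Viability was read by CellTiter-Glo luminescence. Media-only wells were set as complete cell-killing and DMSO as no toxicity.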
The depositor's hits bear a star; i = inactive; ? = inconclusive; . = no result given; [ ] = another dose, or the depositor's remark. Unless noted, calls follow the shape of the dose curve; as a rule, active = well fitted curve in the direction sought with a large enough effect; inconclusive = small, poorly fitted or top-dose-only effect, or another doubt; inactive = no such curve, though single readings can be large; an effect the other way counts as inactive or inconclusive.

SMILES	ATXN2 expr inh	A549 tox	TGFb inhibitor	IL-2 act	Nrf2 inh	Nrf2 activator	EPAC2 agonist	ATXN viability	HepG2 tox
Cc1ccc(S(=O)(=O)N2CCC3(CC2)OCCO3)s1	2%	-4%	-10%	-2.3	-1%	-0.3%	3%	i	3%
Cc1ccc(NC(=O)CN(C)C(C)C(=O)N2CC(C)CC(C)C2)cc1 (configuration not stated)	-5%	-2%	1%	2.5	14%	0.1%	1%	i	-3%
CC(=O)Nc1ccc(NC(=O)C(C)OC(=O)CC2CCCC2)cc1 (configuration not stated)	-4%	1%	2%	-1.9	2%	0.0%	2%	i	-6%
CC(C)(C)NC(=O)Cn1cnc2cc([N+](=O)[O-])ccc2c1=O	-4%	0%	15%	-0.4	-2%	-0.3%	-1%	i	0%
Cc1cc(C(=O)OCC(=O)Nc2cccc(S(=O)(=O)N(C)C)c2)c2ccccc2n1	-21%	1%	6%	-4.7	-4%	0.4%	3%	i	-3%
Cc1cccc(C)c1NC(=S)NC(=O)c1ccccc1F	-8%	-4%	?	0.1	4%	1.7%[9.22 µM]	1%	?	-15%
CCOc1ccccc1OCC(=O)Nc1c(C)n(C)n(-c2ccccc2)c1=O	3%	0%	6%	2.3	4%	-0.6%	3%	i	1%
CC(C)(c1ccccc1)c1ccc(OCC(O)CNC2CCN(Cc3ccccc3)CC2)cc1 (configuration not stated)	?	?	?	-0.9	?	-2.6%	4%	?	-105%
COc1ccc(C(=O)NNC(=O)OC(C)(C)C)cc1	9%	1%	13%	-3.9	11%	0.1%	3%	i	-9%
CCOC(=O)c1sc(NC(=O)c2ccco2)c(C#N)c1C	29%	?	23%	4.4	6%	9.1%	-5%	i	-7%
CCC(C)(C)NC(=O)/C=C/c1ccccc1[N+](=O)[O-]	3%	6%	6%	-0.8	?	-0.1%	16%	i	7%
C[C@H](CO)N1C[C@H](C)[C@@H](CN(C)C(=O)NC2CCCCC2)Oc2ccc(NS(C)(=O)=O)cc2C1=O	7%	0%	9%	-0.2	-3%	2.4%	9%	i	-43%
O=C(c1cccc(OC2CCN(C3CCCC3)CC2)c1)N1CCCCCCC1	-1%	-6%	-10%	-1.0	5%	-0.7%	5%	i	-25%
C[C@@H](NC(=O)[C@@H]1Cc2ccccc2CN1)C(=O)Nc1ccc2c(c1)OCO2	13%	0%	-3%	-0.3	24%	4.8%	10%	i	-2%
COc1ccc(N(C)S(=O)(=O)c2ccc3c(c2)NC(=O)CO3)c(OC)c1	-8%	2%	6%	-0.5	-6%	-1.7%	-1%	i	3%
O=C(Cn1cncn1)c1ccccc1	9%	0%	5%	-2.0	12%	-0.9%	2%	i	-3%
O=C(NC1CCN(C(=O)Nc2ccccc2)CC1)C1CCCCC1	-3%	3%	2%	0.9	1%	0.0%	-11%	?	-4%
O=C(NCCCn1ccnc1)C(=O)NC1CCCCC1	-20%	4%	-17%	1.0	-2%	0.2%	6%	i	-27%
CCN(CC)S(=O)(=O)c1cc(C)ccc1NC(=S)Nc1cccnc1	-35%	-11%	?	0.6	?	0.5%	-4%	?	-28%
Cc1cccc(CC(=O)N2CCC(N3CCC(C(=O)N4CCOCC4)CC3)CC2)c1	0%	15%	-10%	2.5	3%	-0.2%	11%	.	-29%
Cc1cccc(N(C(=O)Nc2ccc(Cl)cc2)C2=NCC(C)S2)n1 (configuration not stated)	18%	1%	32%[activator]	-0.4	12%	2.4%	-9%	i	-21%
CC1CCc2c(sc3nc(-c4cc5ccccc5oc4=O)nc(Cl)c23)C1 (configuration not stated)	7%	3%	51%[activator]	.	8%	8.3%	.	.	-16%
CCSc1nc2sc3c(c2c(=O)n1-c1ccccc1)CCN(C)C3	.	-9%	-1%	-2.5	?	3.0%	6%	?	-18%
O=c1cc(-c2ccccc2[N+](=O)[O-])oc2ccccc12	-26%	-19%	-19%	1.7	-4%	7.2%	10%	i	2%
CCOC(=O)c1c(C)[nH]c(C)c1S(=O)(=O)N1CCC(C(=O)NCc2cccc(OC)c2)CC1	10%	19%	?	.	?	0.3%	.	i	-4%
SMILES	ATXN2 expr inh	A549 tox	TGFb inhibitor	IL-2 act	Nrf2 inh	Nrf2 activator	EPAC2 agonist	ATXN viability	HepG2 tox
O=C1ON=C(c2ccc(Cl)c([N+](=O)[O-])c2)/C1=C/c1cccc([N+](=O)[O-])c1O	3%	0%	-12%	-0.1	-3%	-1.9%	1%	i	0%
COc1ccc(-n2c(SCC(=O)Nc3nccs3)nnc2-c2ccccc2)cc1	-15%	0%	-20%	1.3	-2%	0.4%	-8%	i	-55%
CCc1ccc(C(=O)OCC(=O)Nc2cccc(S(=O)(=O)NC3=NCCCCC3)c2)cc1	0%	0%	-9%	0.5	-1%	0.0%	0%	i	-1%
Cc1cccc(NC(=O)CN2C(=O)NC(Cc3ccccc3)C2=O)c1 (configuration not stated)	1%	-4%	7%	0.6	.	0.7%	-6%	i	4%
O=C(NCc1ccc(Cl)cc1)C1CCN(S(=O)(=O)c2cc([N+](=O)[O-])ccc2Cl)CC1	.	-3%	?	-4.2	?	28%	2%	i	-29%
OC1(c2ccccc2)c2ccccc2-c2ncccc21 (configuration not stated)	-3%	0%	4%	-0.2	17%	0.9%	-4%	i	4%
Cc1oc(-c2ccc(Cl)cc2)nc1CS(=O)CC(=O)NC1CCCC1 (configuration not stated)	-24%	-4%	-19%	-5.2	-2%	-0.8%	5%	i	1%
COc1ccc(NC(=O)CN(C)C(=O)CCCc2nc3ccccc3c(=O)[nH]2)cc1	6%	-7%	-5%	-3.6	-11%	-0.7%	8%	i	-31%
CCCCn1c(N)c(N(CC(C)C)C(=O)c2ccc(C)c(S(=O)(=O)N3CCCCC3)c2)c(=O)[nH]c1=O	7%	2%	-1%	-0.2	1%	-0.4%	-7%	i	17%
CC(C)CCNC(=O)CN(C(=O)CCC(=O)Nc1nccs1)c1ccc2c(c1)OCCO2	-18%	-13%	7%	0.7	?	-0.7%	14%	i	9%
O=C1C2C(C(=O)N1Cc1cccnc1)C1C=CC2C12CC2 (configuration not stated)	-3%	2%	3%	-3.0	10%	-0.2%	2%	i	-8%
CCOC(=O)/C=C1\SCC(=O)N1CC(O)CN1C(=O)CS/C1=C\C(=O)OCC	-6%	19%	7%	2.9	.	2.2%	3%	i	-32%
O=C(Nc1c(-c2ccccc2)nc2c(Br)cc(Br)cn12)c1ccco1	-1%	3%	5%	-2.9	-7%	2.9%	-2%	i	-29%
CC1CCc2c(nc3ncnn3c2NCCN(C)C)C1 (configuration not stated)	-12%	0%	0%	-4.5	?	0.3%	-1%	i	-4%
CC(=O)c1ccccc1Oc1ncnc(N)c1[N+](=O)[O-]	6%	0%	10%	-1.6	-7%	8.0%	12%	i	-11%
CCOc1ccccc1NC(=O)Nc1ccc(OC)nc1	-5%	4%	11%	-2.5	5%	-2.0%	13%	i	-3%
Cc1ccc(C(=O)OCC(=O)NC(=O)c2ccc(C(C)(C)C)cc2)c(O)c1	3%	2%	10%	-0.3	21%	0.5%	-1%	i	0%
CC(C)CCn1nnnc1CN1CCN(C(c2ccccc2)c2ccccc2)CC1	.	?	?	-3.9	?	2.0%	7%	?	-19%
Cc1ccc(/C=N/NC(=O)c2nnn(-c3nonc3N)c2C(C)C)s1	.	1%	-16%	-0.4	-30%	0.0%	6%	i	-14%
O=C(N/C(=C\c1ccccc1)C(=O)N1CCOCC1)c1ccccc1Br	0%	0%	1%	-3.9	-1%	-0.7%	17%	i	-1%
Nc1cccc2c1C(=O)N(Cc1cccc(Cl)c1)C2=O	-16%	?	3%	-2.7	?	-0.2%	3%	.	13%
O=C(CCNC(=O)c1ccc(Br)cc1)NCC(c1ccco1)N1CCCCC1 (configuration not stated)	.	8%	-7%	0.1	6%	0.1%	7%	i	-22%
CCn1cc(C(=O)O)c(=O)c2cnc(N3CCN(C(=S)Nc4ccccc4)CC3)nc21	13%	-3%	-1%	0.2	?	0.4%	7%	i	0%
CCOc1ccccc1C=NNc1ccc([N+](=O)[O-])cn1	5%	-1%	3%	0.4	22%	2.8%	-1%	?	-1%
Cc1cc(S(=O)(=O)Cc2noc(-c3c(C)noc3C)n2)c(C)cc1Cl	-13%	7%	4%	0.3	-14%	-0.2%	10%	i	-3%
Oc1ccc2ccccc2c1CN1CCCCC1	3%	-2%	-2%	-0.6	0%	13%	1%	i	-6%
COC(=O)COc1ccc(Oc2cc(C)nc(SC)n2)nn1	-3%	10%[1.84 µM]	0%	-2.9	4%	19%	-3%	i	-18%

Profiles as entered above. Order of values: ATXN2 expr inh	A549 tox	TGFb inhibitor	IL-2 act	Nrf2 inh	Nrf2 activator	EPAC2 agonist	ATXN viability	HepG2 tox
CCc1ccc(C(=O)OCC(=O)Nc2cccc(S(=O)(=O)NC3=NCCCCC3)c2)cc1 is entered as 0%	0%	-9%	0.5	-1%	0.0%	0%	i	-1%
COc1ccc(NC(=O)CN(C)C(=O)CCCc2nc3ccccc3c(=O)[nH]2)cc1 is entered as 6%	-7%	-5%	-3.6	-11%	-0.7%	8%	i	-31%
O=C(Nc1c(-c2ccccc2)nc2c(Br)cc(Br)cn12)c1ccco1 is entered as -1%	3%	5%	-2.9	-7%	2.9%	-2%	i	-29%
Cc1ccc(/C=N/NC(=O)c2nnn(-c3nonc3N)c2C(C)C)s1 is entered as .	1%	-16%	-0.4	-30%	0.0%	6%	i	-14%
O=C(NCc1ccc(Cl)cc1)C1CCN(S(=O)(=O)c2cc([N+](=O)[O-])ccc2Cl)CC1 is entered as .	-3%	?	-4.2	?	28%	2%	i	-29%
